Assay outcomes deposited in PubChem by several laboratories.
NCOA1 inh – inhibits human SRC1 coactivator | inhibition, % at 3.6 µM | Q15788 | hit rate 0.12% among 360,000 | AID 588354 | HEK293 GAL4-SRC1 luciferase reporter, luminescence;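 active = inhibition above the campaign mean plus 3 SD, with each screening campaign given its own cutoff, cut at about 60% in these data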;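 also: 0% = DMSO treated cells and 100% = gossypol at 36 µM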
Target sequence (Q15788 whole entry, looked up, the tested form may be a part): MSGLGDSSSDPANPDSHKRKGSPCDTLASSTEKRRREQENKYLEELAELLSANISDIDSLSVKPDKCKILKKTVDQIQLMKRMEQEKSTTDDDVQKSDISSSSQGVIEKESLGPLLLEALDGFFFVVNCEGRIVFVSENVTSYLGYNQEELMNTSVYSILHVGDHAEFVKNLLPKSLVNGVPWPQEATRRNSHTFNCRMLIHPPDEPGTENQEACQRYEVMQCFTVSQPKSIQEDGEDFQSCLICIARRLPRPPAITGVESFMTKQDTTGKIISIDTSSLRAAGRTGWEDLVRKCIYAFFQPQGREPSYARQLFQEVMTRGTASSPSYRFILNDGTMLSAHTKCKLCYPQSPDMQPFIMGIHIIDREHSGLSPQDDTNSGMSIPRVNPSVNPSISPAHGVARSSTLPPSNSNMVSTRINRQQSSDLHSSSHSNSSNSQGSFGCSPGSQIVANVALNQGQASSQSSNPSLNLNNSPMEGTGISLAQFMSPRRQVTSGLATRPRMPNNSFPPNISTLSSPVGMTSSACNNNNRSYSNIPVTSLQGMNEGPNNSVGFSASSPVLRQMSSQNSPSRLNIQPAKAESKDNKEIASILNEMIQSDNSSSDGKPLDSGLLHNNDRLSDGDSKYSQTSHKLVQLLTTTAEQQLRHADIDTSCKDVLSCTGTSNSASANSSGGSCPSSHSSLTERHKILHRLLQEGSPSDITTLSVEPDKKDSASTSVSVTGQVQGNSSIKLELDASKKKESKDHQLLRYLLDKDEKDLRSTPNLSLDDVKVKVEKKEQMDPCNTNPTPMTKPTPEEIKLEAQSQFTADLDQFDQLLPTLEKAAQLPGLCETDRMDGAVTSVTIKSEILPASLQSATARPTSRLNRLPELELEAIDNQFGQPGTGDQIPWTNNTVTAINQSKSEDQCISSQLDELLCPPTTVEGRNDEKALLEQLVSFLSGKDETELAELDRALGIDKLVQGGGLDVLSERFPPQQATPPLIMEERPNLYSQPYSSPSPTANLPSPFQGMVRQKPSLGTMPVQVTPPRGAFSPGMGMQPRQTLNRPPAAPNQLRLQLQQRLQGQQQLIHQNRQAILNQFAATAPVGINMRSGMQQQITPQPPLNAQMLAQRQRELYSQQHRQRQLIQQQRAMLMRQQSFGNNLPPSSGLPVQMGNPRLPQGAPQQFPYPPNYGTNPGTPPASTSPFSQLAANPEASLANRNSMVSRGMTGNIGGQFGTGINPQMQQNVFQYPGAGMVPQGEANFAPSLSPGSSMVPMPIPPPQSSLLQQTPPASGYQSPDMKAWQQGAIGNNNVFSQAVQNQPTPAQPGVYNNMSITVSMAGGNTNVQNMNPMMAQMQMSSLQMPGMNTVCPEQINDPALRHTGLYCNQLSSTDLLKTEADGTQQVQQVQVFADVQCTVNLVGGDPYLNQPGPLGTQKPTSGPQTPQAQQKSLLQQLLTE
NR5A2 inv ag – suppresses constitutive activity of human LRH-1; O00482; hit rate 0.13% among 360,000; inhibition, % at 3.6 µM; HEK293T StAR-luciferase reporter, LRH-1 transfected, 24 h;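 active = inhibition above the mean inhibition of all tested compounds plus 3 SD, cut at about 73% in these data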;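 also: 0% = DMSO wells and 100% = reporter-only cells lacking LRH-1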
CF NFkB inh – blocks PAF-induced NF-kB reporter in cystic fibrosis cells; KKLEB NF-kB-GFP reporter, GFP fluorescence overnight; inhibition, % at 5 µM; hit rate 0.86% among 360,000;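 active = at least 50% inhibition at 5 µM, scaled per plate between neutral and stimulator controls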;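 also: PAF is a Pseudomonas aeruginosa culture filtrate used as stimulus; plate controls were PAF-stimulated DMSO wells for no effect and unstimulated DMSO wells for full effect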
SRC3 inh – inhibitors of human steroid receptor coactivator 3 (SRC3) | Q9Y6Q9 | HEK293 GAL4-SRC3 luciferase reporter, luminescence | inhibition, % at 3.6 µM | hit rate 0.17% among 360,000 | AID 588352;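 active = inhibition above a per-campaign cutoff, the mean of all compounds plus 3 SD, cut at about 60% in these data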;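 also: 0% = DMSO-treated cells and 100% = gossypol-treated cells at 36 µM; higher means less SRC3-driven luciferase light from the GAL4 reporter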
EBV LMP1 NFkB – inhibitors of Epstein-Barr LMP1-induced NF-kappaB reporter; LMP1-induced NF-kappaB luciferase reporter cells, luminescence; hit rate 0.69% among 350,000; inhibition, % at 12.5 µM; AID 504558; in the data active = inhibition above about 41%;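 also: 0% = neutral control wells and 100% = reference inhibitor control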
TROY signal inh – inhibitors of TROY-dependent NF-kB signaling; Q293 LMP1-TROYcd NF-kB luciferase reporter, 4 h; inhibition, % at 10 µM; hit rate 0.98% among 360,000; AID 1347056;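 active = compounds whose plate-normalised and pattern-corrected inhibition of the luciferase reporter signal at the single screening dose is 50% or more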
C8 TRAIL sens – sensitizes caspase-8 expressing cells to TRAIL; NB7+C8 cells + TRAIL, ATPlite viability luminescence; inhibition (viability loss, TRAIL sensitization), % at 10 µM; hit rate 1% among 360,000; AID 624354;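 active = compounds causing at least 50% loss of cell viability in the single-dose screen, relative to plate controls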
KKLEB cytotox – reduces viability of KKLEB cystic fibrosis airway cells. hit rate 0.36% among 360,000. KKLEB CF airway cells viability, ATPlite luminescence, overnight; hits give low values; cells stimulated with P. aeruginosa culture filtrate. activity change (cytotoxicity), % at 5 µM;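 active = corrected activity change at or below -50% at 5 µM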
NCOA2 inhibitor – inhibits human steroid receptor coactivator 2; Q15596; HEK293 GAL4-SRC2 luciferase reporter, luminescence; inhibition, % at 9 µM; hit rate 0.17% among 370,000; AID 651957;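 active = inhibition above the mean inhibition of all tested compounds plus 3 SD, set per campaign, cut at about 52% in these data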;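 also: 0% = DMSO treated cells and 100% = cells given Gossypol at 36 µM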
TWEAK Fn14 block – inhibitors of TWEAK-Fn14 interaction signaling; TWEAK-stimulated Fn14 reporter cells, luciferase luminescence, 8 h; inhibition, % at 10 µM; hit rate 2% among 360,000; AID 1159606; in the data active = inhibition above about 50%
NR2F2 inh – inhibitors of human COUP-TFII (NR2F2). HEK293T NGFI-A luciferase reporter, luminescence. inhibition, % at 8.6 µM. hit rate 0.7% among 370,000. AID 686940;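 active = inhibition above a per-plate cutoff, mean inhibition of test wells between control levels plus 3 SD, cut at about 38% in these data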;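 also: cells cotransfected with COUP-TFII expression vector driving the NGFI-A reporter; 0% = median of COUP-TF2 test wells and 100% = reporter-only cells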
Numbers without * were called inactive; x = no result given. The order is random; any-hit rate near 4.2%.

Results follow in this order: NCOA1 inh, NR5A2 inv ag, CF NFkB inh, SRC3 inh, EBV LMP1 NFkB, TROY signal inh, C8 TRAIL sens, KKLEB cytotox, NCOA2 inhibitor, TWEAK Fn14 block, NR2F2 inh
- CCCCNC(=O)C1CCC(CNS(=O)(=O)c2c(C)cc(C)cc2C)CC1 (configuration not stated)
 : -10, -5, 10, 3, 7, 2, 9, -1, 17, 11, 3
- CC1=C(C)/C(=N/OC(=O)c2cccc([N+](=O)[O-])c2)C=CC1=O
 : -6, -4, 25, -14, 21, 5, 13, 3, x, 27, x
- CN(C(=O)c1ccc(C#N)cc1)c1nnc(-c2ccccn2)s1
 : -10, 8, -6, -2, 4, -32, -8, -8, -14, -16, -8
- COCC#Cc1cnc2c(c1)C(=O)N([C@H](C)CO)C[C@H](C)[C@@H](CN(C)S(=O)(=O)c1ccccc1)O2
 : -2, 8, -18, -6, 4, -11, 0, 8, -20, -4, -1
- C/C(=N\NC(=O)c1cccc([N+](=O)[O-])c1)c1ccco1
 : 1, 19, 6, 4, 7, 4, -9, -18, -15, 6, -9
- O=C(Nc1cccnc1)c1ccc(CN2CCc3ccccc3C2)cc1
 : 2, 8, -11, -20, 13, 28, 13, -9, 25, 29, 42*
- Cc1ccc(Sc2nnc(Cc3ccccc3)c3ccccc23)cc1
 : -86, 10, 10, 8, 6, 11, -7, -14, 22, 2, 1
- Cc1cc(NC(=O)CCC(=O)N(CC(=O)NC2CCCC2)c2cccc(F)c2)no1
 : 11, 6, 16, -11, -3, 23, -27, -3, 11, 36, -5
- CC(=O)c1cc(C#N)c(N2CCCC2)nc1C
 : -4, 16, -2, 17, 8, 6, -1, -5, -39, -1, -7
- CC1CCN(C(=O)c2ccc(-n3cnnn3)cc2)CC1
 : 8, -22, 0, 4, -2, 2, -10, -4, 10, -4, 2
- COCCCn1c(=O)/c(=C\c2ccc(OC(F)F)c(OC)c2)s/c1=C(/C#N)C(N)=O
 : -30, 2, -12, 7, 3, -4, 3, -6, -1, 6, -12
- Cc1ccc(S(=O)(=O)N2CCOCC2)cc1NC(=O)COc1cccc(-n2cnnn2)c1
 : 7, -50, -36, -6, -2, 1, -4, 15, 6, 6, -17
- COc1ccc(NC(=S)N(CCCN2CCOCC2)C(C)c2cc3cccc(OC)c3o2)cc1 (configuration not stated)
 : 6, -1, 9, 20, 3, -4, 11, -6, -19, 2, 2
- O=C(CSc1ccc2nnc(-c3ccccc3)n2n1)NCc1ccco1
 : -8, 4, 25, 5, 4, -29, -17, -15, 2, 36, 18
- COC(=O)c1ccccc1NC(=S)NC(=O)c1ccc(C)cc1
 : 0, -15, 3, 0, -2, -15, -5, -2, -21, 35, -9

The listing continues.
Results follow in this order: NCOA1 inh, NR5A2 inv ag, CF NFkB inh, SRC3 inh, EBV LMP1 NFkB, TROY signal inh, C8 TRAIL sens, KKLEB cytotox, NCOA2 inhibitor, TWEAK Fn14 block, NR2F2 inh
- Cc1ccc([C@H]2C[C@@H](O)[C@H](n3cc(C4CC4)nn3)CN2C(=O)c2cccs2)cc1
 : 6, -4, -32, -3, 9, 8, -6, 2, 1, -12, -1
- O=C(CC1Sc2ccccc2NC1=O)NNc1ccc(Cl)cc1Cl (configuration not stated)
 : 1, 9, 5, -24, -25, 10, -11, -6, 22, -5, -4
- COc1ccc(OCC(=O)Nc2ccc(C)c(S(=O)(=O)N(C)C)c2)cc1
 : -4, -14, 7, 4, 1, 4, -6, -1, -11, 16, 1
- O=C(O)CCC(NS(=O)(=O)c1ccc(-c2ccccc2)cc1)C(=O)O (configuration not stated)
 : 4, 14, 0, 6, 10, -10, -17, 5, -31, -4, 6
- Cc1cn([C@H]2C[C@H](O)[C@@H](/C=C/C(=O)NCc3cccc4ccccc34)O2)c(=O)[nH]c1=O
 : -4, 0, 81*, 1, x, -1, 0, -52*, 12, 18, -8
- COCC(=O)N(Cc1cc2cc(C)ccc2[nH]c1=O)c1ccc(C)c(C)c1
 : 3, -17, 4, -11, -17, 2, 0, -7, 1, -5, 9
- OC[C@@H]1CN(Cc2ccco2)C[C@H](n2cnc3c(N4CCN(c5ccccc5)CC4)ncnc32)O1
 : -5, 15, -18, -3, x, 6, 16, -4, -25, 0, 4
- COc1cccc(CN2CCN(Cc3[nH]c4ccccc4c3C)CC2CCO)c1 (configuration not stated)
 : 0, 0, -2, 17, -3, 5, -3, -17, 5, 3, 2
- CCC(C)C1C(C#N)=C(N)Oc2n[nH]c(C)c21 (configuration not stated)
 : 3, -4, 26, -12, -9, 5, 19, -11, 1, 4, 8
- CCOC(=O)c1cn(CC(=O)Nc2ccccc2C(=O)OCC)nn1
 : 6, 3, 0, -18, -9, 17, -6, -1, -6, -2, 17
- CCCCN1CC(CO)Oc2cccc(F)c2S1(=O)=O (configuration not stated)
 : 10, 5, -6, 3, 0, -6, -10, 1, -3, -1, 2
- COC(=O)[C@]12CCCCC=C1N(CCC1=CCCCC1)C(=O)[C@H](CC(=O)N1CCSCC1)C2
 : x, -6, x, x, x, -7, -9, x, -1, -9, 6
- C[n+]1cc(C(=O)N2CCCCC2)ccc1/C=C/c1c[nH]c2ccccc12
 : -17, 14, -66, 5, -1, 11, -10, 4, -13, 6, -8
- Cc1cc(OCC(=O)N2CCN(c3ccccn3)CC2)cc(C)c1Br
 : -16, -11, 21, -11, -9, -12, 3, -1, -6, 1, -18
- COc1ccccc1NC(=O)CSc1ccc2nnc(CCNC(=O)c3ccccc3)n2n1
 : 9, -2, 6, 12, 0, -18, 5, -17, 15, -5, -9

Compound profiles, from the list above. Order of screens: NCOA1 inh, NR5A2 inv ag, CF NFkB inh, SRC3 inh, EBV LMP1 NFkB, TROY signal inh, C8 TRAIL sens, KKLEB cytotox, NCOA2 inhibitor, TWEAK Fn14 block, NR2F2 inh
`Cc1cc(OCC(=O)N2CCN(c3ccccn3)CC2)cc(C)c1Br` as listed: -16, -11, 21, -11, -9, -12, 3, -1, -6, 1, -18
`O=C(CC1Sc2ccccc2NC1=O)NNc1ccc(Cl)cc1Cl` (configuration not stated) as listed: 1, 9, 5, -24, -25, 10, -11, -6, 22, -5, -4
`CCCCN1CC(CO)Oc2cccc(F)c2S1(=O)=O` (configuration not stated) as listed: 10, 5, -6, 3, 0, -6, -10, 1, -3, -1, 2
`COCC(=O)N(Cc1cc2cc(C)ccc2[nH]c1=O)c1ccc(C)c(C)c1` as listed: 3, -17, 4, -11, -17, 2, 0, -7, 1, -5, 9
`C[n+]1cc(C(=O)N2CCCCC2)ccc1/C=C/c1c[nH]c2ccccc12` as listed: -17, 14, -66, 5, -1, 11, -10, 4, -13, 6, -8

Only SRC3 inh and KKLEB cytotox (two entries from above):
mol	SRC3 inh	KKLEB cytotox
CCC(C)C1C(C#N)=C(N)Oc2n[nH]c(C)c21 (configuration not stated)	-12	-11
CCOC(=O)c1cn(CC(=O)Nc2ccccc2C(=O)OCC)nn1	-18	-1

(cont.)
SMILES	NCOA1 inh	NR5A2 inv ag	CF NFkB inh	SRC3 inh	EBV LMP1 NFkB	TROY signal inh	C8 TRAIL sens	KKLEB cytotox	NCOA2 inhibitor	TWEAK Fn14 block	NR2F2 inh
Cc1ccc(N2CC(C(=O)OCC(=O)c3c(N)n(CC(C)C)c(=O)n(C)c3=O)CC2=O)cc1 (configuration not stated)	-38	4	-1	9	6	27	11	-8	-5	3	-13
CC1CCN(CCOc2cc(Cl)ccc2Cl)CC1	-8	18	5	3	7	15	10	-3	-16	-17	8
COc1ccc(OC)c(S(=O)(=O)N2CCCCCC2)c1	3	-15	4	0	-7	18	-15	-5	-7	1	1
COc1ccc(C)cc1NC(=O)CSc1nc(=O)n(CCCN2CCOCC2)c2c1CCCC2	-12	-2	-20	8	0	-11	-7	19	-10	1	12
CCOC(=O)C1C(=O)N(O)CC1c1cccc(Oc2ccccc2)c1 (configuration not stated)	9	1	1	0	-3	10	-17	-14	-15	-3	0
CN1CCN(c2ccc(Cl)cc2NC(=O)CCN2C(=O)c3ccccc3C2=O)CC1	-11	10	8	12	-6	6	0	-4	11	-2	-5
O=C(COC(=O)c1cc(=O)[nH]c2ccccc12)Nc1nc(-c2ccccc2)cs1	-105	-32	-6	-32	-5	-9	3	-3	-5	-3	-35
Cc1cc(C)cc(N2CC(C(=O)O)CC2=O)c1 (configuration not stated)	-7	10	-3	-9	-3	-18	6	1	15	-8	-2
CC(=O)NC(=S)Nc1ccccc1N1CCCCC1	-3	4	3	8	-4	12	-1	2	20	14	-4
CC1CCN(CCCNC(=O)C2CCN(S(=O)(=O)N3CCC4(CC3)OCCO4)CC2)CC1	-24	9	8	1	-9	-3	-3	-4	-28	6	-10
CN(C)C(=O)CCc1ccc2c3c([nH]c2c1)[C@]1(C)[C@@H](C(=O)N2CCCCC2)C[C@H](CC(=O)NC(C)(C)C)C(=O)N1CC3	4	11	4	-12	-4	-12	-9	6	-1	17	-18
Cc1ccc2c(c1)N(CCCC(=O)NCCC1=CCCCC1)C(=O)CO2	-19	-17	-1	15	-5	1	-5	16	-14	-9	5
CC1CC(CC(C)C(=O)Nc2nncs2)C(=O)O1 (configuration not stated)	-7	-13	-9	-1	4	-7	-4	-7	5	-8	2
C/C(=N\N=C(/N)SC1CC(=O)N(c2ccccc2)C1=O)c1cccs1 (configuration not stated)	-5	21	-19	17	3	-12	-2	10	-17	-6	2
Cc1ccccc1OCC(=O)NNC(=O)c1cc(S(=O)(=O)N2CCOCC2)ccc1N1CCCC1	-11	-7	-15	-7	-7	13	2	7	8	-21	-22
C(#Cc1ccc(C#CCN2CCCC2)cc1)CN1CCCC1	-5	7	-10	1	7	-27	-7	-2	-3	-13	4
CC1(C(=O)NS(=O)(=O)c2ccccc2)CCN1C(=O)C1(c2ccccc2)CCCC1 (configuration not stated)	-3	-14	9	-2	x	4	1	2	-19	2	-7
O=C(NN1C(=O)c2cc(Br)ccc2NC1c1ccccc1Cl)c1ccncc1 (configuration not stated)	0	2	-2	2	-1	-24	1	6	22	8	-9
CC(C)C(NC(=O)c1ccccc1)C(=O)NCc1ccccn1 (configuration not stated)	13	4	0	8	-15	-24	-2	2	8	-4	2
CCOC(=O)C(=O)N(C)c1c(CC)nc2c(OCc3ccc(Cl)cc3)cccn12	-1	18	1	11	x	-2	-7	6	3	-15	20
COc1cccc(NC(=O)Nc2ccc(Br)cn2)c1	-64	-46	13	-32	-2	-38	17	5	-36	-29	-5
COc1ccc(CNCc2ccc(C(F)(F)F)cc2)cc1OC	4	2	-9	1	1	-1	-15	-6	35	3	-14
O=C(CSc1nc2c(sc3ccccc32)c(=O)n1CCCN1CCOCC1)NC1CCCC1	7	20	-8	8	-2	-10	8	-1	-7	-1	15
